Compound activity as filed in PubChem.
Mcl1 Noxa PPI = Mcl-1/Noxa interaction inhibition; TR-FRET Mcl-1/Noxa peptide binding, 2 h; inhibition, % at 21.7 µM; 220,000 tested, 1.5% active; AID 1022; Q07820;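 active = compounds that cut the protein-peptide binding signal by more than 50% relative to plate controls in a single-dose test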;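 also: His-tagged Mcl-1 with rhodamine Noxa BH3 peptide and terbium anti-His antibody; 0% = Mcl-1 plus Noxa peptide wells and 100% = peptide-only wells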
Rac1 act GTP bind = alters GTP binding to activated mutant human Rac1. 190,000 tested, 0.11% active. GST-Rac1 activated beads, fluorescent GTP binding, flow cytometry; actives lie on both sides; 100% means binding = to untreated wells. P63000. percent activity (GTP binding), % at 10 µM;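 active = GTP binding at least 20 percentage points away from the 100% baseline, in either direction, so actives lie on both sides; inconclusive = Compound likely fluorescent itself, or too few beads counted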
Rab7 wt modul = dog Rab7 wildtype GTP binding, inhibitors and activators. GST-Rab7 beads, fluorescent GTP binding, flow cytometry; actives lie on both sides; untreated = 100%, excess cold GTP = 0%. GTP binding activity (percent of control), % at 10 µM. 190,000 tested, 0.055% active. AID 758;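 active = fluorescent GTP binding to Rab7 beads changed by at least 20 points from the 100% baseline, either direction, mostly lower; inconclusive = compound itself probably fluorescent, or too few beads counted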;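 also: median green fluorescence of bound Bodipy-FL-GTP per Rab7 bead population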
HRas wt GTP = modulators of GTP binding to human HRas wildtype. P01112. 190,000 tested, 0.14% active. GTP binding activity, % at 10 µM. AID 759. GST-Ras wt beads, Bodipy-FL-GTP binding, flow cytometry; actives lie on both sides;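 active = GTP binding activity at least 20% away from the 100% baseline, either lowered as inhibitor or raised as activator; inconclusive = flagged as likely green fluorescent, judged across all proteins in the well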;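 also: 0% = unlabeled GTP competition control and 100% = no-compound control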
Target sequence (P01112 whole entry, looked up): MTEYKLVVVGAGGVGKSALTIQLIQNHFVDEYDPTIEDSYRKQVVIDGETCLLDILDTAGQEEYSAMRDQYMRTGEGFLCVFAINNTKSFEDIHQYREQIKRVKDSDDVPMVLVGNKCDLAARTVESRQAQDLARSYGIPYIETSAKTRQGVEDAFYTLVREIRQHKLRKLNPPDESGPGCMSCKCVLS
Cdc42 wt GTP = changes GTP binding to wildtype human Cdc42; P60953; percent activity (GTP binding), % at 10 µM; 190,000 tested, 0.2% active; GST-Cdc42 beads, Bodipy-GTP binding, flow cytometry; actives lie on both sides;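 active = percent activity GTP binding at least 20 points away from the 100% baseline, either down as inhibitor or up as activator; inconclusive = compound flagged as likely green fluorescent from well-wide comparison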;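 also: median bead fluorescence of bound Bodipy-FL-GTP at 100 nM; 0% = excess unlabeled GTP control and 100% = no compound control; below 100% means less GTP binding so inhibitor and above means activator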
Target sequence (P60953 whole entry, looked up): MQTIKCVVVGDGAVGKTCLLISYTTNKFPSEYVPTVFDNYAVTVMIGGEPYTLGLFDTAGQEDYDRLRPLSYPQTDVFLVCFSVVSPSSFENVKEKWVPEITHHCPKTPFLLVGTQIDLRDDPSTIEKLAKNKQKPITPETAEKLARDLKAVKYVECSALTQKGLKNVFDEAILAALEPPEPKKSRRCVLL
Avidin bead fluor = compound fluoresces at 488/530 nm on avidin beads; fluorescence (KMESF) at 10 µM; compound fluorescence 488/530 nm, flow cytometry; stronger effect = higher value; 220,000 tested, 0.38% active; AID 1775; in the data active = fluorescence above about 47; also: inactives centre near 10
Rac1 wt GTP bind = alters GTP binding to wildtype human Rac1 | P63000 | GST-Rac1 beads, fluorescent GTP binding, flow cytometry; actives lie on both sides; 0 = cold GTP competed, 100 = untreated | GTP binding activity (% of control), % at 10 µM | 190,000 tested, 0.27% active;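 active = GTP binding activity at least 20 points away from the 100% control level, either lower or higher; inconclusive = compound flagged as likely green fluorescent, judged across all proteins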
ABCG2 block = human ABCG2 inhibition, ABCB1 as counter-screen; Q9UNQ0; inhibition, % at 6.6 µM; IgMXP3 cells, JC-1 efflux, flow cytometry; 190,000 tested, 0.1% active; AID 1325;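 active = inhibition above 80%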;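 also: 0% = DMSO and 100% = nicardipine control wells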
Target sequence (Q9UNQ0 whole entry, looked up): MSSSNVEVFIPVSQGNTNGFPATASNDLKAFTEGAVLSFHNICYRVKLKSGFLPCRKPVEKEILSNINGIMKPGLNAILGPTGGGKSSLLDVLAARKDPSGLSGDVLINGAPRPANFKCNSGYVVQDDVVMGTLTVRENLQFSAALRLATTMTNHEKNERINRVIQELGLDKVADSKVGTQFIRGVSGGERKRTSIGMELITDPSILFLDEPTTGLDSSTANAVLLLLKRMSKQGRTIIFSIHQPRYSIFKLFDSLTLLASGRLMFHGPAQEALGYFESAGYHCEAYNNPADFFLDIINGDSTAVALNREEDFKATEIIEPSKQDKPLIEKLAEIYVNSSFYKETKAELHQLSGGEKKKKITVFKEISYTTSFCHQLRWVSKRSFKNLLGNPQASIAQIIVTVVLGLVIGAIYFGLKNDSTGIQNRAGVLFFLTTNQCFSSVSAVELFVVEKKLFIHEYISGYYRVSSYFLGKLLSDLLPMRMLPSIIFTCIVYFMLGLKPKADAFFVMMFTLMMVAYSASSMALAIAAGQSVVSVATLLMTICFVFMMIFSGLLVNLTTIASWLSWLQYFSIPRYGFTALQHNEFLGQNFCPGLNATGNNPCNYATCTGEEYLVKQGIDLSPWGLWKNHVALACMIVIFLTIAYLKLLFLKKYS
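System: two drug-resistant human cell lines, ABCG2 and ABCB1; controls: nicardipine high and DMSO low controls; times: 10 min exposure at 25 °C with rotation, no wash; detection: flow cytometry of retained JC-1 fluorescence; read-out basis: percent efflux inhibition, scaled nicardipine 100% to DMSO 0%; doses: one concentration, 6.6 µM final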
Pf gamet viab = kills late stage P. falciparum gametocytes; P. falciparum stage V gametocytes, ATP luminescence, 24 h; inhibition, % at 10.9 µM; 150,000 tested, 0.065% active; AID 743093;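 active = inhibition above the mean plus 3 SD of compounds within the control limits, set per campaign, cut at about 38% in these data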;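 also: 0% = DMSO wells and 100% = medium only without gametocytes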
Rab2 wt GTP = changes GTP binding to wildtype dog Rab2A, up or down; GTP binding activity, % at 10 µM; AID 760; GST-Rab2 wt beads, Bodipy-GTP binding, flow cytometry; P61105; 190,000 tested, 0.19% active;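 active = GTP binding activity at least 20 points away from 100%, either lowered or raised; inconclusive = signal likely due to the compound's own green fluorescence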;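 also: 0% = beads with excess unlabeled GTP and 100% = no-compound control corrected for plate trend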
ABCB1 inh = blocks JC-1 efflux by human ABCB1 transporter | P08183 | CCRF-Adr cells, flow cytometry | inhibition, % at 6.6 µM | 190,000 tested, 0.067% active | AID 1326; in the data active = inhibition above about 40%;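 also: 0% = vehicle and 100% = reference inhibitor; higher value means more JC-1 retained so stronger ABCB1 efflux block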
* hit, by the source's call; ? = inconclusive; · = not tested or not shown; & = joins results of further samples.

SMILES	Mcl1 Noxa PPI	Rac1 act GTP bind	Rab7 wt modul	HRas wt GTP	Cdc42 wt GTP	Avidin bead fluor	Rac1 wt GTP bind	ABCG2 block	Pf gamet viab	Rab2 wt GTP	ABCB1 inh
COc1ccc(C(=O)N2N=C(c3ccccc3)CC2(O)C(F)(F)F)cc1 (centres undefined)	2	96	97	97	98	5	98	11	-19	95	0.3
CCOC(=O)CSc1nc2c(sc(=S)n2Cc2ccco2)c(=O)n1-c1ccccc1	-3	99	103	103	100	10	105	10	·	101	4.0
COC(=O)c1ccccc1NC(=O)C1COc2ccccc2O1 (centres undefined)	-18	?	?	?	?	7	?	1	7	?	0.4
COc1ccc(C(N)=O)cc1NC(=O)CC(O)(C(F)(F)F)C(F)(F)F	17	96	95	102	102	8	100	0	·	103	-0.2
COc1ccc(C2=NOC(COC(=O)c3ccc4ccccc4n3)C2)cc1 (centres undefined)	12	98	100	97	101	14	102	6	13	97	0.4
C#CCSc1nnc(-c2ccccc2)c(=O)[nH]1	19	103	104	106	106	1	112	0	·	104	0.7
COc1ccc(CCn2c(N3CCN(C)CC3)nc3c2c(=O)[nH]c(=O)n3C)cc1	5	99	95	102	101	13	101	1	-20	102	0.4
O=C(NC1CCCc2ccccc21)c1cccc(Br)c1 (centres undefined)	-6	97	99	100	101	8	101	3	17	99	6.6
Cc1ccc(S(=O)(=O)N2N=C3CCCCC3C2(O)C(F)(F)F)cc1 (centres undefined)	20	95	101	96	97	19	99	2	·	96	0.9
CN(C)c1oc(-c2ccco2)nc1C#N	0	100	101	102	104	33	104	1	·	100	0.3
COc1ccc(OCC(=O)NCc2cccnc2)cc1	12	99	101	98	96	14	99	6	·	100	1.5
Cc1ccc(C)c(NC(=S)NCc2cccn2C)c1	20	98	96	101	103	46	102	1	·	98	0.2
C/C(=N\N1CCN(C2c3ccccc3-c3ccccc32)CC1)c1cccnc1	-7	100	95	100	100	14	99	2	1	100	2.0
COc1ccc(CNC(=O)Cc2csc(Nc3nc(=S)[nH]c4ccccc34)n2)cc1	-3	94	93	88	92	12	93	1	-3	88	0.1
O=S(=O)(NCCSc1ccccc1)c1ccc(F)cc1	1	98	103	101	100	18	109	-2	-4	99	-0.1
CC(C)CCNC(=O)CCS(=O)(=O)c1cccc2nonc12	2	100	101	100	102	17	102	3	-50	100	1.1
CCOc1ccccc1Nc1nnc(SCC(=O)Nc2nc(-c3ccc(OC)cc3)cs2)s1	-15	98	101	101	96	20	102	-1	-5	100	-0.5
CCC(=O)Nc1ccc(C(=O)N2CCN(C(=O)c3ccco3)CC2)cc1	-15	94	104	94	95	5	93	-3	·	95	-0.5
O=S(=O)(CC(CN1CCOCC1)N1CCOCC1)c1ccccc1 (centres undefined)	4	53*	23*	58*	60*	9	56*	-4	5	55*	-0.5
O=CNC(=O)c1ccccc1C(=O)O	9	102	103	103	105	11	105	0	6	104	0.1
O=C(CCc1ccccc1)N1N=C(c2ccncc2)CC1(O)C(F)(F)F (centres undefined)	-6	99	106	99	102	17	103	11	-4	102	0.8
C#CCOCCOCCOCCNc1nc(N2CCN(C(=O)[C@H](CCC(=O)O)n3cc(C(N)CC(C)C)nn3)CC2)nc(N2CCN(C(=O)[C@H](Cc3cc4ccccc4[nH]3)n3cc(C(N)CC(C)C)nn3)CC2)n1 (some centres undefined)	19	98	97	98	99	6	103	-2	·	98	-0.5
O=C(COc1ccc(Cl)cc1)NCc1nnc(SCC(=O)NC2CCCC2)o1	-13	97	95	96	97	36	99	1	2	95	0.6
CN(C)CCn1c(=S)[nH]c2ccccc2c1=O	0	103	103	106	108	6	105	4	21	105	0.6
Cc1cccc(C2NC(c3cccc(C)c3)C([N+](=O)[O-])C(C)(C)C2[N+](=O)[O-])c1 (centres undefined)	10	98	101	102	100	18	104	15	-18	101	2.5

Next section, overlapping the part above by 3 compounds.
SMILES	Mcl1 Noxa PPI	Rac1 act GTP bind	Rab7 wt modul	HRas wt GTP	Cdc42 wt GTP	Avidin bead fluor	Rac1 wt GTP bind	ABCG2 block	Pf gamet viab	Rab2 wt GTP	ABCB1 inh
O=C(COc1ccc(Cl)cc1)NCc1nnc(SCC(=O)NC2CCCC2)o1	-13	97	95	96	97	36	99	1	2	95	0.6
CN(C)CCn1c(=S)[nH]c2ccccc2c1=O	0	103	103	106	108	6	105	4	21	105	0.6
Cc1cccc(C2NC(c3cccc(C)c3)C([N+](=O)[O-])C(C)(C)C2[N+](=O)[O-])c1 (centres undefined)	10	98	101	102	100	18	104	15	-18	101	2.5
Cc1cc(C(=O)Nc2ccc(S(=O)(=O)Nc3onc(C)c3C)cc2)c(C)o1	3	95	102	101	94	12	102	0	-16	99	0.0
CCOc1ccc(CCN2C(=O)c3cccnc3C2=O)cc1OCC	4	97	98	99	99	9	99	15	-4	98	1.1
Cn1c(=O)c2c(nc(N/N=C/c3cccs3)n2Cc2ccc(Br)cc2)n(C)c1=O	16	99	101	100	99	15	100	9	-12	98	2.3
CC(C)NC(=O)CSc1nc2[nH]ncc2c(=O)[nH]1	-4	95	103	97	96	21	96	1	·	97	0.9
CCCCCNC(=O)c1ccc2c(=O)n(CC3CCCO3)c(=S)[nH]c2c1 (centres undefined)	21	94	103	95	92	9	97	-5	-5	96	-1.9
O=C(CSCCO)Nc1ccccc1	-1	101	102	101	102	11	105	10	·	101	-0.1
CN(C)C(=S)SCC(=O)NCc1ccc(F)cc1	6	96	94	95	95	8	98	1	-1	97	0.6
O=Cc1ccc(-c2ccc(Cl)cc2Cl)[nH]1	5	94	94	95	95	2	93	0	·	96	-0.1
COc1cc(C(=O)Oc2ccc3c(c2)OCC3=O)cc(OC)c1OC	13	97	100	100	102	40	100	-1	·	101	-0.4
CCNc1nc2ccccc2[nH]1	11	100	99	104	102	4	100	1	·	101	0.1
FC(F)(F)c1cccc(NC(=S)N2CCN(c3ccccc3)CC2)c1	13	102	104	103	106	15	106	0	-5	101	-0.3
CCOC(=O)c1ccc(NC(=O)c2ccccc2[N+](=O)[O-])cc1	4	100	101	100	102	2	106	23	9	94	1.7
COc1ccc(-c2csc(NC(=O)CSc3ncn[nH]3)n2)cc1OC	13	94	102	98	95	11	94	15	2	97	-0.4
O=c1c(Cc2ccc(F)cc2)c(O)ccn1Cc1ccc(F)cc1	14	?	?	?	?	9	?	7	10	?	0.3
O=C(CNCc1cccs1)Nc1ccc(S(=O)(=O)N2CCCCC2)cc1	30	96	96	94	94	9	98	4	4	96	0.7
CC(C)(CO)CNC(=O)CC1C(=O)NCCN1CC(c1ccccc1)c1ccccc1 (centres undefined)	10	93	97	95	98	7	95	0	-3	97	5.9
Cc1ccc(C(=O)Oc2cc(C)[nH]c(=O)c2[N+](=O)[O-])cc1	32	98	108	100	102	14	104	1	-19	101	0.5
COc1cc(C(=O)Nc2ccc(C)cn2)c([N+](=O)[O-])cc1OC	-12	98	105	97	97	13	99	11	23	98	0.6
Cc1ccc(C)n1-c1ccc(-c2ccn[nH]2)cc1	6	91	91	95	93	10	95	14	7	94	1.6
CN(Cc1cccnc1)C(=O)CNC(=O)c1ccc(Cl)cc1Cl	-3	97	91	96	98	7	97	0	-26	97	-0.1
COCCNC(=O)C(c1ccco1)N(C(=O)Cn1nnc2ccccc21)c1ccccc1C (centres undefined)	-9	95	99	100	97	18	99	6	·	96	0.9
CCCCNC(=O)Nc1c(C(=O)OC)[nH]c2ccc(C)cc12	-4	100	95	99	99	13	101	1	-12	97	-0.1
Cc1cc(C)[n+]2n1C(=O)C(c1ccccc1)=C2[O-]	7&1	103	109&98	104	101	11&20	103	7&43	-3&8	103	0.7&1.5
COC(CN(C(=O)CCl)C(C(=O)NC1CCCCC1)c1ccccc1C)OC (centres undefined)	14	100	102	102	100	12	102	-1	-8	101	0.6
CCOC(=O)Cc1csc(NC(=O)CN2C(=O)c3ccccc3S2(=O)=O)n1	-1	100	104	106	106	7	106	0	·	105	0.2
N/N=C1\CCCc2nonc21	13	98	98	98	99	15	102	1	·	96	0.0
Cc1cccc(NC(=O)c2cccc(C(F)(F)F)c2)c1	11	95	96	99	98	10	98	30	2	97	0.7
Cc1cccc(NC(=O)CCn2ccnc2C)c1	20	100	101	102	104	0	105	10	-9	104	1.0
COc1ccc(CCN(Cc2cc3cc(C)ccc3[nH]c2=O)C(=O)N2CCCC2)cc1OC	-9	98	103	103	97	12	107	9	19	98	1.2

An excerpt from above in order of their number in Avidin bead fluor, ascending.
| SMILES | Avidin bead fluor |
| --- | --- |
| O=Cc1ccc(-c2ccc(Cl)cc2Cl)[nH]1 | 2 |
| CC(C)(CO)CNC(=O)CC1C(=O)NCCN1CC(c1ccccc1)c1ccccc1 (centres undefined) | 7 |
| O=c1c(Cc2ccc(F)cc2)c(O)ccn1Cc1ccc(F)cc1 | 9 |
| FC(F)(F)c1cccc(NC(=S)N2CCN(c3ccccc3)CC2)c1 | 15 |
| CC(C)NC(=O)CSc1nc2[nH]ncc2c(=O)[nH]1 | 21 |

Looked up above.
Entry of `CC(C)(CO)CNC(=O)CC1C(=O)NCCN1CC(c1ccccc1)c1ccccc1` (centres undefined) under Pf gamet viab: -3
Entry of `Cc1cccc(NC(=O)c2cccc(C(F)(F)F)c2)c1` under Rac1 wt GTP bind: 98

2 of these compounds, set out differently:
Results follow in this order: Mcl1 Noxa PPI | Rac1 act GTP bind | Rab7 wt modul | HRas wt GTP | Cdc42 wt GTP | Avidin bead fluor | Rac1 wt GTP bind | ABCG2 block | Pf gamet viab | Rab2 wt GTP | ABCB1 inh
> O=c1c(Cc2ccc(F)cc2)c(O)ccn1Cc1ccc(F)cc1
→ 14 | ? | ? | ? | ? | 9 | ? | 7 | 10 | ? | 0.3
> COC(CN(C(=O)CCl)C(C(=O)NC1CCCCC1)c1ccccc1C)OC (centres undefined)
→ 14 | 100 | 102 | 102 | 100 | 12 | 102 | -1 | -8 | 101 | 0.6
